Tau ThT inhib: tau fibrillization inhibition (ThT binding); AID 1460; Potency, µM (doses to about 57.4 µM), for inactives: top-dose activity, negative = inhibition, usual class: inhibitors; recombinant tau K18 P301L (four-repeat tau fragment), heparin-induced fibrillization, ThT fluorescence; 2.1% of 270,000 active; P10636; note: nearly all actives have a fitted effect of over 55% in size
Target sequence (P10636 561-689 P618L limits assumed): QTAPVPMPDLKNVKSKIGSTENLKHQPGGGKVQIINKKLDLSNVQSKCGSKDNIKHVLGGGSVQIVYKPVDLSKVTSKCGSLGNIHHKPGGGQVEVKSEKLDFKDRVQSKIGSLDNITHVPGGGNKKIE
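Heparin-induced fibrillization of the P301L-mutant K18 repeat-domain fragment of human tau was followed by ThT binding in quantitative high-throughput format.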
GoLoco inh red: blocks human Gai1 binding to RGS12 GoLoco peptide, red readout | P63096 | Gai1:RGS12 GoLoco peptide FP, rhodamine, 10 min | Potency, µM (highest dose often 61.6 µM), without a hit: at the highest dose activity, negative = inhibition, usual class: inhibitors | 0.44% of 230,000 active | AID 880; active = well fitted inhibition curve with a large enough effect, not every such curve was filed as active; inactive = no such curve, though single readings can be large or run the other way; note: nearly all actives have a fitted effect of over 30% in size; many of its hits are not listed in these tables
Target sequence (P63096 whole entry, looked up): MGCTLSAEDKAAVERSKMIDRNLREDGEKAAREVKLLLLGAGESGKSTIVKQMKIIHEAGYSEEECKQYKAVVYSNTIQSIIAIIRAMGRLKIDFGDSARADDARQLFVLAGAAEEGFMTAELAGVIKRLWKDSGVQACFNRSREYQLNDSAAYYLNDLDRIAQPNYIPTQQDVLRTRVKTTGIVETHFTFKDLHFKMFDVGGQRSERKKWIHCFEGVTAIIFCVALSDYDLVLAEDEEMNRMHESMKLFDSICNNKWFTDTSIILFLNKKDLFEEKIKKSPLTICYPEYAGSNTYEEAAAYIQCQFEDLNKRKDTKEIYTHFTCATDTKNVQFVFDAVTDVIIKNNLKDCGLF
RECQ1 helicase: inhibitors of human RECQ1 DNA helicase; P46063; RECQ1 DNA unwinding, red fluorescence kinetic read; Potency, µM (doses to about 57.3 µM), without a hit: at the highest dose activity, negative = inhibition, hits mostly inhibitors; 0.54% of 240,000 active; AID 2549;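 note: plate controls were vehicle for no effect and no enzyme for full effect; nearly all actives have a fitted effect of over 30% in size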
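RECQ1T1 50 nM; forked duplex (20 bp + 30-nt ss tails) 200 nM, ATP 2 mM final; pH 8.0, 2 mM MgCl2, 2.5 ug/ml poly(dI-dC); 15 min compound preincubation; discontinuous kinetic read over 2 h at RT.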
L3MBTL1 block: L3MBTL1 (human) inhibition. 0.66% of 230,000 active. AID 485360. AlphaScreen L3MBTL1–H3K9me1 peptide binding. Q9Y468. Potency, µM (titrated, usually from 57.1 µM), inactives show top-dose activity, negative = inhibition, most hits filed as inhibitors; note: nearly all actives have a fitted effect of over 60% in size
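L3MBTL1 (50 nM) pre-complexed 30 min with biotinylated H3(1-15)K9me1 peptide (75 nM), then compounds added for 30 min at room temperature; AlphaScreen streptavidin donor/nickel chelate acceptor beads (10 ug/mL final) read after 30 min dark incubation.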
TR SRC2 fluor cs: Texas Red fluorescence interference in TRb-SRC2 counter-screen; TRb/SRC2 Texas Red total fluorescence interference; Potency, µM (doses to about 106 µM), for inactives: top-dose fluorescence change, negative = quenching; 0.29% of 280,000 active; AID 1479; active = well fitted curve in either direction with a large enough effect; inconclusive = small, poorly fitted or top-dose-only effect
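Flags fluorescent or light-absorbing compounds by total fluorescence, S + 2P, at 555 nm excitation and 632 nm emission. Mixture: 20 nM Texas Red SRC2 peptide, 0.6 uM human TRb LBD, 1 uM T3, 5% DMSO; compound exposure 5 h at ambient temperature.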
JMJD2E inh: JMJD2E (human) inhibition; Potency, µM (top dose mostly 57.1 µM), for inactives: at the highest dose activity change, negative = inhibition, hits mostly inhibitors; B2RXH2; JMJD2E catalytic domain, FDH-coupled NADH fluorescence (FDH is formaldehyde dehydrogenase); 1.6% of 230,000 active; active = well fitted inhibition curve with a large enough effect, not every such curve was filed as active; inconclusive = small, poorly fitted or top-dose-only effect, or another doubt; inactive = no such curve, though single readings can be large or run the other way;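 note: 0% = wells with enzyme and -100% = buffer wells without enzyme; nearly all actives have a fitted effect of over 50% in size; many of its hits are not listed in these tables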
Tau fibril FP: blocks human tau fibril formation measured by polarization. 0.39% of 280,000 active. K18 P301L tau heparin fibrillization, Alexa594 FP, 6 h. P10636. Potency, µM (series often up to 57.7 µM), for inactives: top-dose activity, negative = inhibition, actives largely listed as inhibitors. AID 1468; note: nearly all actives have a fitted effect of over 55% in size
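Steps: dispense K18 P301L tau (15 uM plus 0.24 uM Alexa 594 tracer, final) in pH 7 sodium acetate; add compound; add heparin (20 uM final); incubate 6 hr, 37 C; add ThT (30 uM final); after 1 hr ambient, read FP.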
TRb-SRC2 inh: TRbeta-SRC2 interaction inhibition | TRbeta-SRC2 peptide binding, fluorescence polarization; receptor liganded with 1 µM T3 | Potency, µM (doses to about 106 µM), without a hit: at the top dose activity change, negative = inhibition, usual class: inhibitors | 0.065% of 280,000 active;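 note: plate controls were bound peptide for no effect and peptide without receptor for full effect; nearly all actives have a fitted effect of over 50% in size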
Target sequence (P10828 whole entry, looked up): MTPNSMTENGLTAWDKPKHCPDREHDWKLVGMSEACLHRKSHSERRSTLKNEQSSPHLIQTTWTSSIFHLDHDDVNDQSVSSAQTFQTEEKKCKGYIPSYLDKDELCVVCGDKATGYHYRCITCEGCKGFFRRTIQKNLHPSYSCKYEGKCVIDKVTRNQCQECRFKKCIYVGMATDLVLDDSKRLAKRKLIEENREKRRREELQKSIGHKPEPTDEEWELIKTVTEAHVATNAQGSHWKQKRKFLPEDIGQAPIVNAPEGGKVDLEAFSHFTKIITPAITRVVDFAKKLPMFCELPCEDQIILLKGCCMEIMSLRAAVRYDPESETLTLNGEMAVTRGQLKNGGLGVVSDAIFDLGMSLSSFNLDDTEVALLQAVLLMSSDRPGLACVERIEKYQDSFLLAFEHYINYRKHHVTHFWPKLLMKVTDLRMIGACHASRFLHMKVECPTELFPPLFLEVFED
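A fluorescence polarization screen tested compounds at multiple concentrations against complex formation between 0.6 uM TRb ligand-binding domain and 20 nM Texas Red SRC2 peptide, with 1 uM T3 present; readout after 5 hr.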
Starred values were filed as active, the others as inactive; i = inactive; ? = inconclusive; . = not tested or not shown; [ ] = dose if it differs, or a comment. Unless noted, calls come from the whole dose curve; as a rule, active = well fitted curve in the direction sought with a large enough effect; inconclusive = small, poorly fitted or top-dose-only effect, or another doubt; inactive = no such curve, though single readings can be large; an effect the other way counts as inactive or inconclusive. Unless noted, % is set by controls: 0 for no effect and ±100 for the full control effect; potency is the fitted concentration of half-maximal effect.

The opening four compounds (preview)
SMILES	Tau ThT inhib	GoLoco inh red	RECQ1 helicase	L3MBTL1 block	TR SRC2 fluor cs	JMJD2E inh	Tau fibril FP	TRb-SRC2 inh
Cc1ccc(C(=O)NCCSc2c[nH]c3ccccc23)cc1C	?	.	.	.	-1.0%	.	6.2%	-6.5%
O=C(Cc1ccccc1)Nc1ccccc1C(=O)O	-6.6%	-10.8%	5.6%	.	1.1%	?	6.3%	-16.5%
O=C1c2cccc([N+](=O)[O-])c2C(=O)N1CCO	-5.2%	-9.4%	-3.4%	.	-0.8%	4.3%	-3.4%	-5.6%
CCc1cccc(CC)c1NC(=O)COC(=O)c1cccc(-c2ccc(OC(C)=O)cc2)c1	5.1%	6.0%	-4.7%	6.6%	-2.3%	-3.8%	-5.0%	0.2%

The listing, previewed entries included:
SMILES	Tau ThT inhib	GoLoco inh red	RECQ1 helicase	L3MBTL1 block	TR SRC2 fluor cs	JMJD2E inh	Tau fibril FP	TRb-SRC2 inh
Cc1ccc(C(=O)NCCSc2c[nH]c3ccccc23)cc1C	?	.	.	.	-1.0%	.	6.2%	-6.5%
O=C(Cc1ccccc1)Nc1ccccc1C(=O)O	-6.6%	-10.8%	5.6%	.	1.1%	?	6.3%	-16.5%
O=C1c2cccc([N+](=O)[O-])c2C(=O)N1CCO	-5.2%	-9.4%	-3.4%	.	-0.8%	4.3%	-3.4%	-5.6%
CCc1cccc(CC)c1NC(=O)COC(=O)c1cccc(-c2ccc(OC(C)=O)cc2)c1	5.1%	6.0%	-4.7%	6.6%	-2.3%	-3.8%	-5.0%	0.2%
CCCCCOC(=O)C1[C@H]2C(=O)N(c3ccccc3CC)C[C@]23C=C[C@H]1O3 (some centres undefined)	-11.2%	6.9%	i	-2.4%	2.7%	-1.4%	-3.4%	-9.2%
COc1ccc(-c2cc(C(=O)NC3=NCCS3)c3ccccc3n2)cc1OC	-15.8%	9.1%	-5.0%	4.2%	-8.4%	?	-11.1%	3.4%
Cc1ccc(NC(=O)c2c(C)oc3ncn(C)c(=O)c23)cc1F	-10.5%	.	.	.	-0.1%	.	-9.5%	2.3%
O=C(NC1CCCCCCC1)c1ccc(CNc2c(N3CCOCC3)c(=O)c2=O)cc1	-9.5%	2.5%	10.2%	-10.8%	-0.7%	1.9%	0.1%	2.4%
COc1ccc(NC(=O)c2ccco2)cc1NC(=O)c1cccc(OC(C)C)c1	-11.4%	-3.9%	-8.7%	-8.4%	-4.0%	-5.9%	6.6%	-4.7%
Cc1ccc(-n2c(SCC(=O)Nc3ccc4c(c3)OCO4)nnc2-c2cccs2)cc1	1.8%	9.8%	-13.2%	0.4%	-1.0%	?	-3.6%	-12.1%
Cc1cccc(OCCC(=O)Nc2c(C)n(C)n(-c3ccccc3)c2=O)c1	-8.6%	3.6%	i	.	-3.8%	-6.0%	1.2%	-0.7%
Cc1ccsc1-c1nc(CSCC(=O)N2CCN(c3ccccc3)CC2)c(C)o1	?	71.5%[activator]	-2.0%	.	-1.8%	?	4.3%	15.3%
NC(=O)C[C@@H]1N[C@]2(C(=O)Nc3ccccc32)[C@@H]2C(=O)N(c3cc(C(F)(F)F)ccc3Cl)C(=O)[C@H]12	-9.0%	8.5%	-13.3%	1.2%	0.0%	-6.1%	-3.3%	0.8%
COc1ccccc1NC(=O)C1=C(C)Nc2nc(SCc3cccc(F)c3)nn2C1c1ccc(C(=O)O)cc1 (centres undefined)	-12.4%	.	.	-3.6%	7.5%	.	0.7%	-8.4%
CNC(=O)C(=O)Nc1ccc(C)cc1C	-4.2%	4.3%	i	-1.2%	-2.0%	2.6%	5.5%	12.0%
O=C(c1cc(-c2ccc(Cl)cc2)on1)N1CCOCC1	-9.2%	-0.2%	7.8%	-0.4%[11.4 µM]	-4.3%	5.6%	1.2%	1.3%
CCC(CC)NC(=O)c1cccc([N+](=O)[O-])c1C	13.0%	0.3%	-0.4%	9.8%	-0.7%[53 µM]	3.9%	4.8%	-13.5%[53 µM]
COc1ccc2c(c1)[nH]c1c(=O)n(CCCn3ccnc3)cnc12	-16.5%	-1.2%	1.3%	.	0.1%	-7.9%	8.2%	-5.7%
Cc1ccsc1/C=N/N1CCN(c2ccccn2)CC1	?	3.0%	i	-5.6%	-1.0%	8.9%	?	-0.5%
Cc1nc2ccccn2c1C(=O)CSc1ccccc1	-8.5%	2.1%	-1.9%	11.5%	-1.0%	4.3%	5.5%	4.8%
CN(C)S(=O)(=O)c1ccc(Cl)c(-c2nnc3n2CCCCC3)c1	15.6%	1.3%	-3.4%	-1.6%	-0.9%	-2.8%	-7.2%	-3.5%
O=[N+]([O-])c1ccc(C=Nc2cccc3ccccc23)s1	?	-3.2%	i	?	-1.1%	?	-0.9%	8.6%
COc1ccc(NC(=S)N2CCCC(CO)C2)c(OC)c1 (centres undefined)	-1.5%	-6.3%	-2.0%	-1.0%	0.4%	4.2%	9.6%	2.6%
CCOC(=O)CNC(=O)CSc1nnc(-c2ccccc2OC)n1CC	1.6%	2.8%	-0.5%	12.5%	-1.4%	7.3%	1.5%	6.5%
COCCN1C(=O)N[C@@H](c2ccccc2)[C@H](C(=O)OC)[C@H]1C	2.0%[11.5 µM]	-1.1%[14.2 µM]	i[11.5 µM]	.	-4.7%[11.2 µM]	-1.7%[11.4 µM]	-1.2%[11.6 µM]	-2.4%[11.2 µM]
O=C(CSc1nc2ccc(Cl)cc2[nH]1)Nc1ccc2c(c1)CCC2	?	.	-5.0%	-5.8%	-1.8%	-2.9%	12.6µM*	-0.3%
CCC(=O)Nc1cccc(-c2cn3c(C)csc3n2)c1	?	.	.	.	-4.2%	.	-8.7%	-2.8%
Cn1c(CCc2ccccc2)nnc1SCC(=O)N1CCOCC1	-9.1%	2.3%	-0.5%	3.1%	0.3%	17.8%	-4.6%	0.4%
COc1ccc(N2C(=O)CC(N(CCc3ccccc3)C(=O)c3ccccc3)C2=O)cc1 (centres undefined)	-6.9%	2.8%	-4.4%	-7.7%	0.7%	10.5%	-1.6%	0.8%
O=S(=O)(N1CCOCC1)N1CCN(c2ccccc2F)CC1	-4.4%	-1.4%	-0.5%	3.0%	-0.4%	6.7%	4.2%	-23.8%
COc1cccc(-c2nc(CS(=O)(=O)CC(=O)NCc3cccc(Cl)c3)c(C)o2)c1	-2.3%	.	.	.	-3.6%	.	-14.1%	-11.4%
COc1cc(C(=O)O/N=C(\N)c2ccncc2)cc(OC)c1OC	-13.5%	6.0%	-12.9%	3.8%	-1.1%	-5.1%	-2.0%	-0.1%
Cc1cccc(C2c3[nH]c4ccccc4c3CCN2C(=O)Cc2n[nH]c(C)n2)n1 (centres undefined)	-10.2%	-4.6%	-7.5%	-6.5%	-5.1%	1.9%	8.0%	-9.4%
COc1ccc(-n2nnnc2C2CCN(S(=O)(=O)c3cc(Cl)ccc3OC)CC2)cc1	-0.7%	.	.	.	1.3%	.	-9.0%	10.0%
CSCC[C@H](NC(=O)OC(C)(C)C)c1nnc(SCC(=O)Nc2ccc(C)cc2C)o1	-12.6%	4.3%	-0.3%	-0.7%	-5.8%	-2.5%	6.2%	-0.9%
Cc1nn(Cc2ccc(C(=O)N3CCOCC3)o2)c(C)c1Br	-5.9%	14.1%	-1.3%	0.0%	-5.5%	7.2%	5.2%	2.2%
CCC(C)[C@H](NC(=O)Nc1cccc(Cl)c1)C(=O)O (some centres undefined)	-8.5%	1.9%	i	.	-1.0%	-2.8%	0.9%	-3.4%
Cc1ccc(C(=O)NC2(C(F)(F)F)C(=O)Nc3c2c(=O)[nH]c(=O)n3CCc2ccccc2)cc1 (centres undefined)	0.1%	.	.	.	-15.9%	.	2.0%	4.6%
CC1CCN(S(=O)(=O)c2cn(CC(=O)Nc3ccc(F)c(Cl)c3)c(=O)c3ccccc23)CC1	-6.8%	.	.	.	-1.0%	.	10µM*	-0.9%
CN1C(=O)C(O)(CC(=O)c2cccc(-n3cccc3)c2)c2ccccc21 (centres undefined)	-15.9%	3.4%	-9.9%	?	-0.8%	1.4%	0.6%	-8.4%
CN(C)C(CNC(=S)Nc1ccccc1Cl)c1cccnc1 (centres undefined)	2.3%	28.1%	i	.	-0.3%	7.2%	1.9%	4.0%
CC1CN(C(=O)COC(=O)c2nn(-c3ccccc3)c(=O)c3ccccc23)CC(C)O1 (centres undefined)	1.7%	6.3%	-6.2%	-15.9%	-0.8%	9.7%	-7.7%	2.7%
Cc1ccc2c(c1)C(c1ccncc1)=NNC(c1ccc(F)cc1)=N2	-17.7%	10.3%	-4.8%	-4.8%	-3.0%	6.8%	3.5%	-1.8%
COc1ccccc1OCCCCCc1c(C)n[nH]c1C	-3.1%	-3.5%	6.2%	-3.8%	0.0%	-25.9%	?	-4.0%
CCOCCCNC(=O)C(c1ccc(OC)cc1)N(Cc1ccc2c(c1)OCO2)C(=O)c1ccccn1 (centres undefined)	-3.7%	11.4%	-19.3%	-22.3%	0.7%	9.8%	-5.3%	0.6%
O=C(CNC1C(=O)Nc2ccccc21)Sc1ccccc1 (centres undefined)	0.1%	-27.9%	-7.4%	.	-3.9%	10.3%	-3.4%	-6.4%
COc1ccc(N2CCN(CC(O)COc3ccc([N+](=O)[O-])cc3)CC2)cc1 (centres undefined)	-20.8%	-3.3%	-29.6%	2.2%	0.2%	0.6%	-2.5%	3.0%
Cc1cc(C(=O)OCC(=O)Nc2nc(-c3ccccc3)cs2)c(C)o1	0.3%	1.2%	-0.2%	-5.2%	0.4%	1.6%	-0.4%	9.1%
O=C1CC(=O)Nc2cc(S(=O)(=O)N3CCOc4ccccc43)ccc2N1	-6.8%	.	.	8.2%	-4.9%	.	-0.8%	3.2%
O=C(NCCOC(=O)C1COc2ccccc2O1)c1cccnc1 (centres undefined)	-14.6%	-4.0%	-11.1%	8.7%	-1.3%	-5.5%	-9.7%	-6.1%
COc1ccc(C2c3c(n(C)c4ccccc34)C(=O)N2CC(=O)Nc2cccc(F)c2)cc1 (centres undefined)	15.4%	.	.	.	1.1%	.	?	-3.4%

These rows are one share of the data; the hit share may differ from the screen's.
